# IkB sig inh: inhibitors of IkB signaling in ABC-DLBCL cells; actives 0.04% (n = 110,000); ABC-DLBCL IkBa-CBG/CBR dual luciferase ratio, 4 h; response scale: scaled: untreated 0%, proteasome inhibitor 100%; Potency, µM (titrated, usually from 57.1 µM), inactives show at the highest dose IkBa stabilization activation; AID 445; active = well fitted curve in the direction sought with a large enough effect in the signal ratio, not every such curve was filed as active; inconclusive = small, poorly fitted or top-dose-only effect, or a change in a side signal; the % refers to the signal ratio;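 note: the direction sought is a rising ratio; 0% = basal untreated cells and 100% = reference inhibitor full response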
#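 In this assay, an IκBα–CBG68 fusion accumulates when IKK-driven degradation is blocked; native CBR normalizes for cell number. OCI-Ly3 cells were treated 4 h with compound and doxycycline, then green and red light read after Chroma-Glo addition.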
# p53ts 32C kill: cytotoxicity in p53ts cells at permissive temperature; H1299-p53A138V at 32C, ATP luminescence viability, 24 h; Potency, µM (doses to about 46.1 µM), for the others: at the highest dose activity change, negative = cytotoxicity, most hits filed as cytotoxic; actives 0.93% (n = 130,000);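 note: 0% = DMSO and -100% = full killing by reference compound; nearly all actives have a fitted effect of over 55% in size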
#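 ATP-content luminescence (ATPlite) read-out after 24 h compound exposure at 32C in H1299-p53A138V cells (600/well). Tested up to 46 uM. Normalized to DMSO (0%) and 100 uM tamoxifen (100% killing); Hill-fit AC50.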
# p53ts 39C kill: p53ts cell cytotoxicity, nonpermissive temperature; H1299-p53A138V viability at 39C, ATP luminescence, 24 h; Potency, µM (series often up to 46.1 µM), inactives show top-dose activity change, negative = cell killing, actives largely listed as cytotoxic; actives 1.5% (n = 130,000); note: nearly all actives have a fitted effect of over 55% in size
# Imprint erasure: induces erasure of genomic imprints in mouse ES cells; Potency, µM (series often up to 60.7 µM), for the others: top-dose activity change, positive = activation, usual class: activators; actives 0.02% (n = 110,000); mouse ES Peg3-LacZ reporter, beta-gal luminescence, 40 h;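 note: 0% = negative control wells on the plate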
#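 Each well holds 300 Peg3LacZ-Neo (maternal) female ES cells incubated 40 h at 37C, 5% CO2. LacZ is measured by BetaGlo luminescence, with AC50 and maximum efficacy derived from dose-response curves.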
# Numbers without * were called inactive; ? = inconclusive; . = no result given; & = joins results of further samples; [ ] = dose if it differs, or a comment. Unless noted, calls come from the whole dose curve; as a rule, active = well fitted curve in the direction sought with a large enough effect; inconclusive = small, poorly fitted or top-dose-only effect, or another doubt; inactive = no such curve, though single readings can be large; an effect the other way counts as inactive or inconclusive. Unless noted, % is set by controls: 0 for no effect and ±100 for the full control effect; potency is the fitted concentration of half-maximal effect.
structure	p53ts 39C kill	IkB sig inh	p53ts 32C kill	Imprint erasure
CC(=O)c1c(NCc2ccccc2)nc(=O)n(-c2ccccc2)c1C	-7%	-1.1%	-18%	-11%
CCC(Sc1nc2cc3c(cc2c(=O)n1Cc1ccco1)OCO3)C(=O)Nc1ccccc1OC (stereo not drawn)	-14%	0.4%	1%	13%
Cc1cc(C)c(NC(=O)Cn2cnc3c(oc4ccccc43)c2=O)c(C)c1	6%	-2.5%	-3%	-8%[10.9 µM]
CCOC(=O)c1cnn(-c2cccc(Cl)c2)c1N	-12%	-0.1%	0%	-29%
CCCc1c(O)nc(SCCN(CCC)CCC)[nH]c1=O	3%	-0.4%	2%	-1%
CCCCOCCCNC(=O)c1ccc2c(c1)OCO2	10%	-1.0%	0%	-12%
O=C(CN1C(=O)C2(SCC(=O)N2c2cccc(F)c2)c2ccccc21)NCc1ccccc1Cl (stereo not drawn)	4%	?	8%	13%[10.9 µM]
NCCCCC(=O)O	0%&14%	-3.2%	8%&4%	-5%&18%
CCn1c(-c2ccco2)nc2ccccc21	?	1.5%	?	-20%
Cc1ccc(-n2ncc(C(=O)NCCN3CCN(C)CC3)c2C2CCN(C(=O)OC(C)(C)C)CC2)cc1	-2%	?	4%	-7%[10.9 µM]
O=C1CCNc2cc3ccccc3cc21	16µM*	?	?	-31%[inhibitor]
COc1cccc(C(=O)Cn2c(N3CCOCC3)nc3c2c(=O)n(C)c(=O)n3C)c1	-10%	1.4%	4%	2%
CCOC(=O)c1[nH]c2ccc(OC)cc2c1NC(=S)N1CCN(c2ccc(F)cc2)CC1	-7%	.	-20%	.
C(=N/Nc1ccccn1)/c1cccnc1	-5%[9.22 µM]	-0.9%[11.4 µM]	1%[9.22 µM]	-10%[10.9 µM]
CCc1ccccc1NC(=O)CN1C(=O)COc2ccc(S(=O)(=O)Nc3ccccc3)cc21	9%	-1.4%	-2%	-4%[10.9 µM]

# Look-ups from the list.
# CCn1c(-c2ccco2)nc2ccccc21 in Imprint erasure shows -20%
# NCCCCC(=O)O in p53ts 32C kill shows 8%&4%

# The listing continues:
structure	p53ts 39C kill	IkB sig inh	p53ts 32C kill	Imprint erasure
O=C1CSC(c2cn(-c3ccccc3)nc2-c2ccc3c(c2)OCCO3)N1CCN1CCOCC1 (stereo not drawn)	-9%	0.7%	11%	2%
Cc1nc2ccccn2c1C(=O)NCc1cccnc1	8%	0.1%	3%	-11%
CC(C)c1ccc(NC(=O)Cn2c(=O)n(Cc3nc(-c4ccccc4)no3)c(=O)c3cc4c(cc32)OCO4)cc1	-7%	?	2%	16%[10.9 µM]
Cc1ccccc1-c1nc(-c2ccc(NC(=O)c3ccc(Br)o3)cc2)no1	-10%	.	-5%	.
Cc1nnc(OCc2nc3ccccc3n2C)c2ccccc12	-2%	8.4%	-12%	-9%
Cc1cccc(C)c1-n1ncc(C(=O)NCCN2CCOCC2)c1C1CCN(C(=O)OC(C)(C)C)CC1	-1%	0.6%	2%	4%[10.9 µM]
N#CCCSc1ncnc2c1oc1ccccc12	-4%	-2.3%	-5%	-3%
COc1ccc(C(c2nnnn2CS(=O)(=O)c2ccc(C)cc2)N2CCN(c3ncccn3)CC2)cc1 (stereo not drawn)	-7%	.	1%	.
COc1cccc(C(c2sc3nc(-c4ccco4)nn3c2O)N2CCN(C)CC2)c1 (stereo not drawn)	-4%	1.5%	-7%	8%[10.9 µM]
COC(=O)C1=C(N)Oc2cc(C)n(Cc3ccco3)c(=O)c2C1c1cccc(Cl)c1 (stereo not drawn)	27%	?	24%	-14%
CC(C)C[C@H](NC(=O)Nc1ccc(S(N)(=O)=O)cc1)C(=O)O	4%	-0.7%	5%	-10%
Cc1oc(C(=O)O)cc1COc1ccc2c3c(c(=O)oc2c1C)CCCC3	14%	2.3%	-3%	11%
Cc1ccc(CNC(=O)CCCn2c(=O)c3ccccc3n(CC(=O)NC3CCCC3)c2=O)cc1	12%	-0.9%	2%	-7%
CC(C)N(Cc1nc(-c2ccc(Cl)cc2)no1)C(=O)CCCN1C(=O)c2ccccc2C1=O	11%	?	3%	-16%
Cc1ccccc1CN1CCC(CNc2ncnc3onc(-c4ccc(Cl)cc4)c23)CC1	-18%	?	-2%	-7%[10.9 µM]

# The list goes on.
structure	p53ts 39C kill	IkB sig inh	p53ts 32C kill	Imprint erasure
Cc1cccc(NC(=O)N2CCc3c(sc4c3CCCC4)C2c2ccc(F)cc2)c1 (stereo not drawn)	-24%	?	0%	-14%[10.9 µM]
Cc1cccc(Nc2nc(-c3ccccn3)cs2)n1	-5%	-0.1%	?	-7%
O=C(NC1CCCCCC1)C1CCN(C(=O)N2CCOc3ccccc32)CC1	-17%	?	-6%	-11%[10.9 µM]
CCOc1ccc(NC(=O)c2c(NCc3cccs3)sc3c2CCCCC3)cc1	-7%	?	3%	-14%[10.9 µM]
COC(=O)C1=C(N)N(c2ccc(F)cc2)C2=C(C(=O)CCC2)C1c1ccc2c(c1)OCO2 (stereo not drawn)	-9%	-0.7%	-9%	-7%
CCCN1Cc2cccc(C(=O)Nc3ccccc3C(=O)OC)c2C1=O	-5%	-4.1%	5%	-13%[10.9 µM]
CCOC(=O)c1c(NC(=O)/C=C/c2ccc(C)cc2)sc(C(C)=O)c1C	23%	2.6%	1%	-11%[10.9 µM]
CCOC(=O)c1cc(OC(=O)c2ccc(OC)c(OC)c2)n(-c2ccccc2)n1	8%	?	-13%	17%[10.9 µM]
COc1cccc(NS(=O)(=O)c2ccc3c(c2)n(C)c(=O)c(=O)n3C)c1	-8%	5.0%	-18%	-2%
O=C(CC1(O)C(=O)Nc2ccccc21)c1ccc(-n2cccc2)cc1 (stereo not drawn)	4%	0.0%	1%	-6%
C=CCn1c(N)c(C(=O)OCC(C)C)c2nc3ccccc3nc21	-1%	7.5%	2%	-13%
O=C(O)[C@@H]1[C@@H](C(=O)NCc2cccnc2)[C@@H]2C=C[C@@H]1O2	-1%[9.22 µM]	-0.1%[11.4 µM]	1%[9.22 µM]	-5%[10.9 µM]
COc1ccc(CCN2C(=O)N(c3cccc(C)c3)C(=O)C2CC(=O)Nc2ccccc2)cc1OC (stereo not drawn)	-7%	2.8%	6%	-8%[10.9 µM]
COC(=O)N1[C@H](C)C=C[C@]1(Cc1ccccc1)C(=O)OC	-9%	.	-4%	-1%
Nc1ccc(CN2CCCCCC2)cc1	2%	.	-15%	.

# Going on with the list.
structure	p53ts 39C kill	IkB sig inh	p53ts 32C kill	Imprint erasure
COC(=O)c1ccc(NC(=O)CN2C(=O)CSC2=O)cc1	9%	0.0%	-5%	5%
C=CCSc1nc2c(c(=O)[nH]c(=O)n2C)n1Cc1ccc(C)cc1	0%	-1.8%	2%	-13%
CC(C)COc1ccc(CN=C(N)N=C(N)N)cc1Cl	?	.	-9%	.
Cn1cc(C(=O)NCCN2CCN(c3cccc(Cl)c3)CC2)c2c3ccccc3n(C)c2c1=O	-10%	1.5%	2%	?
CC(C)c1ccc2c(c1)C1(NN=C(c3ccccc3)S1)C(=O)N2 (stereo not drawn)	-28%	.	-5%	.
Nc1ccc(N2CCN(c3ncc(C(F)(F)F)cc3Cl)CC2)c(C(F)(F)F)c1	?	17%	?	?
CCC1CN(C(=O)Nc2cccc3c2CCCC3)c2cc(Cl)ccc2O1 (stereo not drawn)	-19%	?	1%	-10%[10.9 µM]
COC(=O)c1c(C)sc(-c2c(-c3cccc(OC)c3)[nH]c3c2c(=O)[nH]c(=O)n3C)c1O	-1%	?	4%	-8%[10.9 µM]
CCCCC(=O)NNC(=S)NC(=O)CCC	0%	.	-8%	.
CCOC(=O)c1ccc(NC(=O)NC(C)C2CCCO2)cc1 (stereo not drawn)	-5%	1.6%	-3%	-11%
COc1ccc(S(=O)(=O)N2CCCN(CC(=O)C(C)(C)C)CC2)cc1	-13%	1.7%	-23%	-7%
COC(=O)c1cc(NC(=O)CN(c2ccc3c(c2)OCO3)S(C)(=O)=O)ccc1Cl	-8%	5.3%	3%	-22%
CC1CCN(C(=O)c2ccc(COc3ccccc3Cl)o2)CC1	-13%	-0.2%	-9%	-21%
Cc1cccc(NC(=O)CSc2nc(-c3cccs3)nc3cc(=O)[nH]n23)c1	-13%	?	4%	17%[10.9 µM]
COc1ccc(S(=O)(=O)N2CCN(C3CCN(Cc4ccccc4)CC3)CC2)cc1	-4%	5.2%	-11%	-8%

# Further records
structure	p53ts 39C kill	IkB sig inh	p53ts 32C kill	Imprint erasure
COc1ccc(S(=O)(=O)N2CCCCCC2)cc1C(=O)OCc1c(C)noc1C	-12%	0.6%	4%	-10%
COCCNC(=O)C1CCCN(S(=O)(=O)c2ccc3c(ccn3C)c2)C1 (stereo not drawn)	0%	-1.9%	4%	-8%[10.9 µM]
Cc1cc(C)cc(N2CCn3c2nc2c3c(=O)n(CCc3ccccc3)c(=O)n2C)c1	-19%	?	?	-12%[10.9 µM]
CCCCC(=O)Nc1c(C(=O)N2CCN(c3ccccc3)CC2)oc2ccccc12	16µM*	?	17%	-3%[10.9 µM]
CCOC(=O)C1CCN(C(=O)CSc2cc(=O)n(CC)c3ccccc23)CC1	-17%	3.4%	-1%	-2%
CC1CCCC(NC(=O)C2CCN(S(=O)(=O)N3CCC4(CC3)OCCO4)CC2)C1C (stereo not drawn)	1%	0.1%	-3%	-13%
CCc1sc(C(=O)NC)cc1Br	6%	-4.6%	5%	-20%
OCc1ccccc1OCCOc1ccc(Cl)c2cccnc12	-22%	2.3%	-26%	-13%
C#CC(C)(CC)NC(=O)Cn1nnc(-c2ccc(OCc3ccccc3F)cc2)n1 (stereo not drawn)	28%	?	0%	-15%[10.9 µM]
COC(=O)c1ccc(NC(=O)CSc2nncn2C)cc1	-9%	0.7%	5%	-18%
Cc1nnc2c(-c3ccccc3)nc3ccccc3n12	-10%	-2.6%	-1%	-2%
Cc1nn(-c2ccccc2)c(Cl)c1/C=N/NC(=O)OC(C)(C)C	-23%	.	?	.
O=C(NCCCCc1ccccc1)c1ccc(Br)o1	37%	.	10%	.
COc1ccc(OCC(=O)Nc2ccc(S(=O)(=O)Nc3cc(C)nc(C)n3)cc2)cc1	-2%	1.6%	1%	-2%
COc1ccc(NC(=O)c2c(NC(=O)COc3ccccc3)sc3c2CCC(C(C)(C)C)C3)cc1 (stereo not drawn)	7%	-3.6%	-1%	-13%[10.9 µM]

# The list continues.
structure	p53ts 39C kill	IkB sig inh	p53ts 32C kill	Imprint erasure
CCOc1cc(CN2CCN(S(=O)(=O)c3ccc(C)cc3)CC2)ccc1OC	-6%	-1.3%	7%	-13%[10.9 µM]
O=C(CSc1nc(-c2ccc(F)cc2)[nH]c1-c1ccc(F)cc1)Nc1ccc2c(c1)OCCO2	?	?	1%	7%[10.9 µM]
CC(C)CC(=O)N1CCN(CC2CC=CCC2)CC1 (stereo not drawn)	13%	.	-5%	.
O=C(NCc1ccccc1)N1CCC(n2cnc3cc(F)ccc32)CC1	5%	1.6%	4%	-9%
Cc1cc2c(cc1C)N(C(=O)CSc1nncn1C)C(C)(C)c1ssc(=S)c1-2	5%	.	10%	.
CCSc1nnc(-c2ccccc2NC(=O)CC)c(=O)[nH]1	-5%	-1.0%	-2%	-3%
Cn1nnnc1SCCNCc1ccccc1OCc1ccc(Cl)cc1Cl	?	?	-10%	-15%[10.9 µM]
O=C(c1ccncc1)N1CCC2(CC1)CCN(c1ncccn1)CC2	-2%	2.7%[11.4 µM]	-2%	.
CCOC(=O)c1c(C)[nH]c2cc(Br)c(OC)cc12	-3%	-6.6%	-1%	3%
Cc1ccc(C(c2nnnn2C(C)(C)C)N2CCC(C)CC2)cc1 (stereo not drawn)	10%	.	6%	.

# Compounds from the list above that contain two or more sulfur atoms, in the order listed:
structure	p53ts 39C kill	IkB sig inh	p53ts 32C kill	Imprint erasure
CCOc1ccc(NC(=O)c2c(NCc3cccs3)sc3c2CCCCC3)cc1	-7%	?	3%	-14%[10.9 µM]
Cc1cccc(NC(=O)CSc2nc(-c3cccs3)nc3cc(=O)[nH]n23)c1	-13%	?	4%	17%[10.9 µM]
Cc1cc2c(cc1C)N(C(=O)CSc1nncn1C)C(C)(C)c1ssc(=S)c1-2	5%	.	10%	.
